# Screening results (PubChem)
# b-catenin transl = beta-catenin nuclear translocation modulation; nuclear translocation activity, % at 5 µM; HeLa beta-catenin nuclear translocation, immunofluorescence imaging; hit rate 0.3% among 190,000;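 active means nuclear translocation activity above 50% at 5 µM, with a well cell count of 50 or more; inconclusive means wells under 50 cells across six images, flagged as toxic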;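 further: per-cell ratio of nuclear to cytoplasmic median beta-catenin stain intensity; plate controls were DMSO negative control for no effect and GSK-3 inhibitor IX positive control for full effect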
#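 Read-out: Nuclear/cytoplasmic beta-catenin signal ratio, % activation | Assay system: Human HeLa cell line | Times: 24 h compound exposure at 37°C, 5% CO2 | Signal: Fluorescence imaging of beta-catenin antibody stain plus DAPI | Dosing: 5 µM primary, 0.02–20 µM confirmation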
# Yfh1-depleted yeast = enhancers of respiration in Yfh1-depleted yeast, dose response, Friedreich's ataxia, plus single-dose screen (AID 1465) | fold induction at 50 µM; hits with a dose series show EC50 in µM | S. cerevisiae Yfh1-off respiration, WST-1 reduction, 72 h; higher fold induction means a stronger effect | hit rate 0.074% among 220,000;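 active means fold induction of absorbance versus untreated yeast above a set limit, then at least 30% activation at any dose in follow-up; inconclusive means repeats straddling the limit, or above it without dose testing; inactive means fold induction below the set limit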;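 further: activators that raise dye reduction in frataxin-depleted yeast; strong numbers were not always called active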
# T cell HTS = T cell immune modulation candidate | AID 2052 | calls only at 7 µM | 2C CD8+ T cell-vesicle binding, flow cytometry; active compounds read low | hit rate 0.068% among 330,000;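 active means response, share of CD8 T cells binding vesicles, and their 90th percentile fluorescence all below set limits, cut at about 80% in these data, passing the limit was not always enough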
#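 Material: murine 2C transgenic CD8+ T lymphocytes / Also added: QL9-peptide-loaded Drosophila micro-vesicles bearing Ld, ICAM-1 and B7-1 / Schedule: binding step 1.5 h, 37 °C, antibody labelling 20 min, ice / Signal: flow cytometry, PE anti-B7-1 (FL2) versus Alexa647 anti-CD8 (FL8), PFA-fixed / Evaluation: percent CD8+ FL2 mean versus row control / Benchmarks: naked versus QL9-loaded vesicles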
# Dynein cargo inh = dynein cargo transport inhibition; 3617.4 mouse cells, GR-EGFP nuclear translocation imaging; test concentration mostly 20 µM; stimulated with dexamethasone, 1 µM; active compounds read low; AID 1381; z-score, hits read low; hit rate 0.47% among 220,000;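 active means plate z-score of nuclear minus cytoplasmic receptor signal below a set negative limit, without overly bright fluorescence or cell loss, cut at about -3.5 in these data, passing the limit was not always enough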;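 further: z-score of nuclear minus cytoplasmic ring GR-EGFP intensity difference per well; some compounds called inactive have numbers as strong as hits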
#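 Buffer or medium: tet-free, stripped-serum medium; reagent: dexamethasone at 1.0 µM final, 30 min; incubation: 48 h induction, 1 h compound, 30 min dex at 37 °C; measured by: formaldehyde fixation, Hoechst nuclear stain, 10x automated fluorescence imaging; read-out: nuclear-to-cytoplasmic GR-EGFP distribution per well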
# P. falciparum M17LAP = P. falciparum M17LAP inhibitors, primary screen, biochemical, fluorogenic H-Leu-NHMec substrate, 1536-well (AID 1619). one-dose inhibition, % at 30 µM; IC50 in µM for titrated hits. recombinant M17LAP, H-Leu-NHMec fluorogenic kinetic assay; higher % means a stronger effect. hit rate 0.38% among 220,000;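 active means compound inhibiting the enzyme by more than half at any dose during confirmatory dose-response retesting; inconclusive means strong single-dose inhibitors picked by rank but not retested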;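 further: plate controls were full reaction with DMSO carrier for no effect and no enzyme background for full effect; strong numbers were not always called active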
# MT stabilize HCS = stabilizes microtubules in HeLa cells. HeLa tubulin immunostaining HCS, 24 h; share of cells brighter than vehicle mean+2SD. hit rate 0.83% among 200,000. AID 2205. % tubulin-high responders, % at 10 µM;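 active means plate Z-score above 3 for both tubulin-high and condensed-nucleus cell shares, with cell loss under 80%, at 10 µM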;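 further: anti alpha tubulin signal scored within the nucleus-defined area of each cell; some results filed as inactive read as strong as hits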
# WT yeast gro inh = growth inhibition of WT yeast, mitochondrial fusion screen; mitochondrial fusion phenotypic screen, WT strain; inhibition, % at 10 µM; hit rate 2.1% among 190,000; in the data active means inhibition above about 58%; tested in S. cerevisiae
# Autophagy HCS = autophagy modulation, high-content screen | MEF GFP-LC3 puncta imaging; test concentration mostly 10 µM | calls only at 10 µM (by protocol) | hit rate 0.98% among 190,000 | AID 463193;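 active means percentage of spot-positive cells more than 3 SD above its plate mean, without a fluorescence outlier flag or 80% toxicity; inconclusive means no clear call, values can overlap the other calls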;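 further: spot-positive cell cutoff set from DMSO-treated cells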
# P. falciparum M1AAP = P. falciparum M1AAP inhibitors, biochemical, fluorogenic H-Leu-NHMec substrate, 1536-well (AID 1445); hit rate 0.42% among 220,000; inhibition, % at 30 µM, or IC50 in µM where a hit was titrated; recombinant M1AAP, H-Leu-NHMec fluorogenic kinetic assay; higher % means a stronger effect;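 active means primary inhibition above the hit cutoff, then over 50% inhibition at one or more dose response concentrations, cut at about 23% in these data, passing the limit was not always enough; inconclusive means conflicting primary data, or primary hits not chosen for dose response; inactive means low primary inhibition, or under 50% at every dose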;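 further: plate controls were DMSO full reaction for no effect and no enzyme background for full effect; strong numbers were not always called active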
# WT yeast gro inh mutant strain = second read-out of WT yeast gro inh, no call of its own (marks repeat the call); inhibition, %; mitochondrial fusion phenotypic screen, mutant strain inhibition
# Dynein cargo inh cytoplasmic EGFP = recorded beside Dynein cargo inh, whose call it bears; z-score; measured here: cytoplasmic GR-EGFP intensity; active compounds read high
# Dynein cargo inh nuclear GR-EGFP = second read-out of Dynein cargo inh, no call of its own (marks repeat the call); z-score; measured here: nuclear GR-EGFP intensity;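 lower value marks the stronger effect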
# Dynein cargo inh cell count = recorded beside Dynein cargo inh, whose call it bears; z-score; measured here: cell count per field
# b-catenin transl cell count 5 µM = also measured in b-catenin transl; calls as there; cell count; measured here: cell count, cytotoxicity flag
# T cell HTS vesicle-bound % = second read-out of T cell HTS, no call of its own (marks repeat the call); double positive events, %; measured here: CD8+ vesicle-bound cell fraction;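 binding gate set so that unloaded-vesicle control wells show 10% double positive cells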
# MT stabilize HCS Hoechst-high % = further read-out of MT stabilize HCS, marked with its call; % Hoechst-high responders; measured here: nuclear condensation Hoechst responders;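 share of cells brighter than vehicle mean plus two SD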
# MT stabilize HCS cytotoxicity % = recorded beside MT stabilize HCS, whose call it bears; toxicity, %; measured here: cytotoxicity by cell density;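 0% = mean cell density of plate MIN control wells and 100% = no cells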
# Autophagy HCS cell loss 18 h = second read-out of Autophagy HCS, no call of its own (marks repeat the call); toxicity, %; measured here: cell loss, nuclei count;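 cell loss after 18 h compound exposure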
# * marks the source's active call; other numbers are inactive results; i = inactive; ? = inconclusive; . = not tested or not shown; + = active, no number.
# The line under a structure holds: b-catenin transl	b-catenin transl cell count 5 µM	Yfh1-depleted yeast	T cell HTS	T cell HTS vesicle-bound %	Dynein cargo inh	Dynein cargo inh cytoplasmic EGFP	Dynein cargo inh nuclear GR-EGFP	Dynein cargo inh cell count	P. falciparum M17LAP	MT stabilize HCS	MT stabilize HCS Hoechst-high %	MT stabilize HCS cytotoxicity %	WT yeast gro inh	WT yeast gro inh mutant strain	Autophagy HCS	Autophagy HCS cell loss 18 h	P. falciparum M1AAP
> c1cncc(-c2ccnc3ncnn23)c1
  -1.2	550	i	i	57	-0.34	-0.31	-0.56	0.63	-5%	2.3	2.8	3.9	-4	1	i	4	3%
> Cc1c(C(=S)Nc2ccccc2)cnn1-c1ccc([N+](=O)[O-])cc1
  -1.2	1120	i	i	45	-0.28	-0.27	-0.14	0.15	-10%	5.9	2.1	3.4	32	4	i	18	15%
> CCOC(=O)Nc1ccc2c(c1)N(C(=O)N(C)C)c1ccccc1CC2
  2.8	1141	i	i	34	-0.038	-0.17	-0.049	0.011	4%	1.8	1.9	10	-2	2	i	15	0%
> CCS(=O)(=O)c1ccc2oc(Nc3cccc(OC)c3)nc2c1
  -0.9	1084	i	i	40	0.35	-0.28	0.55	-0.52	3%	3.2	3.9	10.0	17	34	i	-10	4%
> Fc1ccc(Nc2c3c(nc4ccccc24)CCC3)cc1
  -3.1	1047	i	i	7	-0.92	-0.3	-0.098	0.14	-4%	2.9	2.1	9.3	3	30	i	-11	4%
> Cn1cnnc1SCC(=O)Nc1ccccc1C(=O)NC1CCCC1
  -3.1	1031	i	i	12	-0.21	0.15	0.11	0.018	-5%	2.8	2.6	10	-16	0	i	-10	8%
> COc1cccc(NC(=O)CSc2c3c(nc4ccccc24)CCCC3)c1
  0.0	1013	i	i	8	-0.62	-0.23	-0.68	0.76	1%	4.0	1.4	3.1	-4	-3	i	4	3%
> Brc1ccc(C2=CC(c3ccco3)n3ncnc3N2)cc1 (stereo unspecified)
  .	.	i	i	14	0.19	-0.064	-0.0073	-0.32	10%	1.2	1.2	7.3	0	-19	i	5	5%
> O=C(CN1CCCCCC1)Nc1cc(C(F)(F)F)ccc1Cl
  -1.2	1069	i	i	48	-0.17	-0.088	0.74	-0.49	4%	1.9	2.4	14	21	14	i	13	6%
> CCCOc1ccc(CCCN=C(N)N)cc1Cl
  4.3	1258	i	i	24	-0.52	-0.18	0.094	0.67	-9%	.	.	.	.	.	.	.	4%
> CC(=O)N1CCc2cc(S(=O)(=O)N3c4ccccc4CC3C)ccc21 (stereo unspecified)
  -0.7	1179	i	i	42	-0.28	-0.3	-0.31	0.74	0%	1.0	1.6	4.0	-3	16	+	41*	11%
> COc1ccccc1-c1nnc2n1N=C(C)CS2
  -6.5	944	i	i	22	-0.79	-0.43	-0.092	0.4	3%	2.6	1.4	5.6	4	21	i	9	6%
> CC(C)C[C@@H](CN(C)N=O)N(C[C@H](Cc1ccccc1)N(CCc1ccccc1)N=O)N=O
  -1.0	1127	i	i	20	-0.22	-0.27	0.15	-0.33	0%	3.0	1.5	9.3	15	5	i	18	6%
> CCOc1ccccc1N1Cc2cc(C)c(C)cc2C1
  -1.6	1039	i	i	23	-0.6	-0.052	-0.017	-0.19	5%	4.2	1.4	7.0	21	10	.	.	6%
> Cc1ccc(CCC2C3=C(CCCC3=O)OC3=C2C(=O)CCC3)cc1
  -2.7	1108	i	+	14*	0.06	0.028	0.27	0.63	1%	1.6	1.6	7.6	6	13	i	4	12%
> C/C(=N/Nc1nc(-c2ccc(Cl)cc2)cs1)c1cccs1
  4.6	993	?	i	47	-0.81	0.2	-0.19	0.48	-6%	1.7	1.5	6.1	.	.	i	7	1%
> CCOC(=O)/C(=C/c1ccccc1)NC(=O)c1ccco1
  1.1	1078	i	i	46	0.46	-0.17	0.39	-0.47	-3%	1.7	1.9	2.4	-4	4	i	6	-6%
> COCCc1nnc(NC(=O)C(C)C)s1
  -0.5	1315	i	i	54	-0.15	-0.25	0.4	-0.36	-6%	.	.	.	.	.	.	.	2%
> CSc1nnc2c(n1)OC(c1cccn1C)N(C(C)=O)c1ccccc1-2 (stereo unspecified)
  1.8	1363	i	i	23	-0.84	-0.28	-0.091	0.5	12%	4.9	2.7	8.7	-8	10	i	-8	1%
> O=C(NNc1nc2c(F)cc(F)cc2s1)C1=COCCO1
  -4.0	1085	i	i	65	0.71	-0.16	-0.14	-0.7	18%	3.7	2.1	3.4	-3	-12	i	5	0%
> O=C1C2C(C(=O)N1c1ccncc1)C1C=CC2C12CC2 (stereo unspecified)
  -0.2	1137	i	i	16	0.013	-0.18	0.19	0.49	-4%	5.1	2.9	12	-2	-6	i	-10	3%
> COc1ccc(NC(=O)c2cccnc2N2CCCCC2)cc1
  -0.7	513	i	i	36	-0.99	-0.28	-0.48	1.1	-3%	1.5	1.8	6.3	-2	3	i	4	-1%
> CCCCN(C(=O)c1ccc2c(c1)OCO2)c1ccccc1
  2.2	879	i	i	61	0.76	-0.092	0.18	-0.63	-6%	2.7	2.7	2.8	24	27	i	15	0%
> CCOc1cc(S(=O)(=O)N2CCCC2)ccc1Cl
  .	.	i	i	36	1.7	-0.23	1	-0.51	6%	2.4	1.2	10	0	-9	i	2	4%
> COc1nc(-c2ccccc2)ccc1-c1noc(-c2ccccc2F)n1
  .	.	i	i	14	0.9	-0.17	0.38	-0.16	4%	2.2	2.1	5.7	-9	-13	i	3	1%
> COc1ccc(C2/C=C\CN(S(=O)(=O)c3ccc4ccccc4c3)CC(=O)N2Cc2ccc(F)cc2)cc1 (stereo unspecified)
  -0.8	1259	i	i	59	0.77	-0.58	0.54	-0.29	-4%	.	.	.	.	.	.	.	7%
> CC(OC(=O)CNC(=O)c1ccccc1F)C(=O)Nc1nc(-c2ccccc2)cs1 (stereo unspecified)
  .	.	i	i	38	-1.1	-0.28	0.015	0.68	-1%	5.9	4.5	2.6	0	-11	i	7	6%
> Nc1nonc1C(=O)NCCNc1ncccc1[N+](=O)[O-]
  -1.5	1091	i	i	29	-0.42	-0.28	-0.73	0.29	5%	2.3	3.1	0.8	-10	-5	i	-5	-9%

# An excerpt from above in order of length of the SMILES, rising:
# The line under a structure holds: b-catenin transl	b-catenin transl cell count 5 µM	Yfh1-depleted yeast	T cell HTS	T cell HTS vesicle-bound %	Dynein cargo inh	Dynein cargo inh cytoplasmic EGFP	Dynein cargo inh nuclear GR-EGFP	Dynein cargo inh cell count	P. falciparum M17LAP	MT stabilize HCS	MT stabilize HCS Hoechst-high %	MT stabilize HCS cytotoxicity %	WT yeast gro inh	WT yeast gro inh mutant strain	Autophagy HCS	Autophagy HCS cell loss 18 h	P. falciparum M1AAP
> COc1ccc(NC(=O)c2cccnc2N2CCCCC2)cc1
  -0.7	513	i	i	36	-0.99	-0.28	-0.48	1.1	-3%	1.5	1.8	6.3	-2	3	i	4	-1%
> CCCCN(C(=O)c1ccc2c(c1)OCO2)c1ccccc1
  2.2	879	i	i	61	0.76	-0.092	0.18	-0.63	-6%	2.7	2.7	2.8	24	27	i	15	0%
> Nc1nonc1C(=O)NCCNc1ncccc1[N+](=O)[O-]
  -1.5	1091	i	i	29	-0.42	-0.28	-0.73	0.29	5%	2.3	3.1	0.8	-10	-5	i	-5	-9%
> COc1nc(-c2ccccc2)ccc1-c1noc(-c2ccccc2F)n1
  .	.	i	i	14	0.9	-0.17	0.38	-0.16	4%	2.2	2.1	5.7	-9	-13	i	3	1%
> COc1ccc(C2/C=C\CN(S(=O)(=O)c3ccc4ccccc4c3)CC(=O)N2Cc2ccc(F)cc2)cc1 (stereo unspecified)
  -0.8	1259	i	i	59	0.77	-0.58	0.54	-0.29	-4%	.	.	.	.	.	.	.	7%
